High-throughput results deposited in PubChem BioAssay by National Center for Advancing Translational Sciences (NCATS).
PTAP TSG101 blk – blocks PTAP/TSG101 interaction to inhibit HIV-1 budding; Q99816; Potency, µM (top dose mostly 115 µM), for inactives: at the highest dose activity change, negative = inhibition, actives largely listed as inhibitors; 340,000 tested, under 10 active; Fluorescence polarization, FITC-PTAP peptide / Tsg101 binding; active means well fitted inhibition curve with a large enough effect in the main read-out, with a control signal flat, not every such curve was filed as active; inconclusive means small, poorly fitted or top-dose-only effect, or effect the other way, or a change in a side signal; inactive means no such curve, though single readings can be large or run the other way; further: potency means the concentration at half of the fitted maximal effect; % of control where 0% means no effect
Target sequence (Q99816 whole entry, looked up): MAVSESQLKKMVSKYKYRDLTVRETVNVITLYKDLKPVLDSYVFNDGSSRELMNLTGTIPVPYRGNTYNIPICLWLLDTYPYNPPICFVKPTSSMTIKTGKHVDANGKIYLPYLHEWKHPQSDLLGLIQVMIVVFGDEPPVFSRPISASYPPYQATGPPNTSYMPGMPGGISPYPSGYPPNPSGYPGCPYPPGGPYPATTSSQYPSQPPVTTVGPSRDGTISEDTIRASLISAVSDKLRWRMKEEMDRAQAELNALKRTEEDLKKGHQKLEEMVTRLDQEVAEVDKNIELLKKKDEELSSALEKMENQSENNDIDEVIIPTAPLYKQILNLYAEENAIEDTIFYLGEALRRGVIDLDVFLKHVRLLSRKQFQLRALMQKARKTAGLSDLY
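Steps: Tsg101 binding domain dispensed (10 uM final), compounds pinned in DMSO, FITC-labeled PTAP-motif peptide added (50 nM final); after 20 min binding at room temperature, polarization measured.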
Eya2 inh – inhibitors of human Eya2 phosphatase activity | Potency, µM (series often up to 76.9 µM), for inactives: at the highest dose activity, negative = inhibition, most hits filed as inhibitors | AID 488837 | recombinant Eya2, OMFP fluorescence dephosphorylation (OMFP is methylfluorescein phosphate) | O00167 | hit rate 0.006% among 330,000; further: potency means the concentration at half of the fitted maximal effect; on the % scale 0 is the no-effect control and ±100 the full control effect
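Eya2 (0.2 uM) preincubated 10 min at ambient with compound, then OMFP substrate added at 50 uM; 10 min reaction in 50 mM HEPES pH 7.5, 50 mM NaCl, 5 uM MgCl2, 0.05% BSA, 1 mM DTT. Fluorescence read at Ex 485/Em 525 nm.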
TRPV1 agonist – human TRPV1 agonism. AID 540275. hit rate 0.19% among 320,000. TRPV1-expressing cells, Fluo-8 calcium influx, agonist mode. activation, % at 8.33 µM. Q8NER1; in the data active means activation above about 80%; inconclusive means between about 30% and that limit; further: 0% is about no effect
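TRPV1-expressing cells were cultured overnight at 35.5C and loaded with Fluo-8 calcium dye for 40 to 90 min at room temperature. After a 10 s baseline, compound was added and calcium influx was read kinetically for 3 min (ex 480/em 520 nm).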
S-ASM inh – blocks human secretory acid sphingomyelinase. placental ASM, HMU-PC fluorogenic substrate, 60 min. hit rate 0.006% among 340,000. Potency, µM (titrated, usually from 57.5 µM), for inactives: at the top dose activity change, negative = inhibition, most hits filed as inhibitors. P17405; further: potency means the concentration at half of the fitted maximal effect
Target sequence (P17405 47-631 limits assumed): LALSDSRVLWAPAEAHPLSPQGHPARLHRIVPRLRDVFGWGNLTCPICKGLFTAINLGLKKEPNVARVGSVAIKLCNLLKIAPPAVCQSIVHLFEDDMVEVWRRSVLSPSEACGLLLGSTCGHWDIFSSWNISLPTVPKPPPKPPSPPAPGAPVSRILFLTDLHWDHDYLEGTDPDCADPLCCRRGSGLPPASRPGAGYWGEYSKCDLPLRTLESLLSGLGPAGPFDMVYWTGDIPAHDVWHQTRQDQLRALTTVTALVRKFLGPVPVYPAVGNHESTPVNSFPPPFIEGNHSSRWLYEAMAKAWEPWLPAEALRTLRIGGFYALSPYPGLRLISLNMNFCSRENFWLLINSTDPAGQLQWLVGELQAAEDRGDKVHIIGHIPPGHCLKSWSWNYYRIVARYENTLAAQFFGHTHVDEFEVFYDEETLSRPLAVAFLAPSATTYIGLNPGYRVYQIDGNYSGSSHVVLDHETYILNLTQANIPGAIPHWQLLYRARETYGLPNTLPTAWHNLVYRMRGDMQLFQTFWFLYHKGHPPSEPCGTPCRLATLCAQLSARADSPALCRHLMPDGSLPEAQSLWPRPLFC
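Fluorescence read-out (Ex 386 nm, Em 447 nm) after stopping the reaction at pH 10. Enzyme: ASM from human placenta; substrate HMU-PC0, 9 uM final; 60 min, 37 °C. Compound preincubation 10 min, ambient temperature.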
a7 integrin act – integrin-mediated muscular dystrophy alleviation activation. alpha7betagal myoblasts, beta-gal FDG fluorescence, 48 h. Potency, µM (highest dose often 38.3 µM), without a hit: at the highest dose activation, usual class: activators. hit rate 0.064% among 350,000. AID 624291;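 further: potency means the concentration at half of the fitted maximal effect; 100% = response of the positive control SU9516; nearly all actives have a fitted effect of over 60% in size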
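Alpha7betagal+/- myoblasts (passage 13) were plated 16-24 hr, then exposed to compounds (1:260 dilution of DMSO stock) for 48 hours at 37C. After MPER lysis, β-galactosidase reporter activity was read as FDG fluorescence (ex 480/em 540) after 30 minutes.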
USP2a inh – USP2a (human) protease inhibition | Potency, µM (top dose mostly 38.3 µM), without a hit: at the top dose activity change, negative = inhibition, actives largely listed as inhibitors | hit rate 0.01% among 330,000 | USP2 core, Ub-CHOP2 coupled fluorogenic reporter, 485/531 | AID 463254;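 further: potency means the concentration at half of the fitted maximal effect; plate controls were DMSO wells for no effect and full inhibition by NEM control for full effect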
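USP2 core (10nM final) preincubated 30min RT with compound in 20mM Tris-HCl pH 8.0, 2mM CaCl2, 2mM beta-mercaptoethanol, 0.05% CHAPS; 25nM Ub-CHOP2 plus 25nM reporter substrate added, fluorescence (Ex485/Em531) read after 60min.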
ELG1 genotoxic – inducers of genotoxicity in HEK293T ELG1-luciferase cells. HEK293T ELG1-luciferase reporter, luminescence, 16 h. Potency, µM (titrated, usually from 46 µM), for inactives: at the top dose activity change, positive = activation, most hits filed as activators. hit rate 1.3% among 330,000. AID 504466; further: potency means the concentration at half of the fitted maximal effect; % of control where 0% means no effect; nearly all actives have a fitted effect of over 60% in size
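Genotoxic stress is detected as increased luminescence from luciferase-tagged ELG1 in HEK293T cells, measured with ONE-Glo after a 16 hr treatment at 37 °C.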
BRCA1 expr up – BRCA1 expression activation; Potency, µM (doses to about 46.1 µM), for the others: at the highest dose activation, usual class: activators; hit rate 1.1% among 380,000; MCF7-BRCA1-FFLuc reporter, luminescence, 48 h; response scale: scaled: vehicle 0%, 10 µM genistein 100%; further: potency means the concentration at half of the fitted maximal effect; nearly all actives have a fitted effect of over 80% in size; some results filed as inactive show a strong effect at the top dose
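Compounds are tested at multiple concentrations on MCF7 BRCA1-luciferase reporter cells seeded at 2000 per well; after 48 h, a single luminescence end-point is taken and curves fitted to the normalized data.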
B2AR arrestin – recruits beta-arrestin to the human beta2-adrenergic receptor. Potency, µM (series often up to 46.1 µM), for the others: top-dose activation, actives largely listed as activators. P07550. beta-arrestin recruitment to beta2AR, cell-based reporter. AID 492947. hit rate 0.02% among 330,000;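 further: potency means the concentration at half of the fitted maximal effect; 0% = DMSO controls and full agonism = EC100 isoproterenol or metaproterenol; nearly all actives have a fitted effect of over 65% in size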
uPA surface inh – inhibitors of cell surface uPA generation; cell surface uPA generation assay, qHTS; Potency, µM (series often up to 38.3 µM), for inactives: at the top dose activity change, negative = inhibition, actives largely listed as inhibitors; hit rate 0.31% among 330,000; active means well fitted inhibition curve with a large enough effect; inconclusive means small, poorly fitted or top-dose-only effect; inactive means no such curve, though single readings can be large or run the other way; tested in mouse RAW 264.7 cells; further: potency means the concentration at half of the fitted maximal effect; on the % scale 0 is the no-effect control and ±100 the full control effect; nearly all actives have a fitted effect of over 55% in size
p53 reactivator – mutant p53 re-activation in reporter cells. H1299 p53-A138V BP100-luciferase reporter, luminescence, 24 h. Potency, µM (series often up to 92.2 µM), inactives show at the highest dose activity change, positive = activation, actives largely listed as activators. hit rate 0.063% among 320,000. AID 504706; further: potency means the concentration at half of the fitted maximal effect; % of control where 0% means no effect; nearly all actives have a fitted effect of over 45% in size
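p53-null H1299 cells stably carrying temperature-sensitive p53-A138V and a BP100-luciferase reporter were pinned with compounds (4-point, 1:5 series) and held 24 hrs at 37 deg C. Luminescence was read 10 min after detection reagent.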
* = called active by the depositor; ? = inconclusive; / = no result given; [ ] = another dose, or the depositor's remark. Unless noted, the call rests on the fitted dose curve; in most records, active means well fitted curve in the direction sought with a large enough effect; inconclusive means small, poorly fitted or top-dose-only effect, or another doubt; inactive means no such curve, though single readings can be large; an effect the other way counts as inactive or inconclusive.

Second line of a record: PTAP TSG101 blk	Eya2 inh	TRPV1 agonist	S-ASM inh	a7 integrin act	USP2a inh	ELG1 genotoxic	BRCA1 expr up	B2AR arrestin	uPA surface inh	p53 reactivator
1: CC(NC(=O)COC(=O)CCc1ccccc1)c1ccccc1 (centres undefined)
    -1%	0%	27	3%	?	0%	1%	-5%	-1.0%	4%	15%
2: Cc1cc(C)n(C(=O)CNC(=O)c2ccc(Cl)cc2Cl)n1
    -4%	-4%	-1	1%	22%	3%	2%	-8%	0.0%	1%	4%
3: CN(C)c1ccc(/C=N/NC(=O)C2CC2c2ccccc2)cc1 (centres undefined)
    2%	-7%	9	77%	3%	1%	5%	9%	0.2%	?	-1%
4: O=C(/C=C/c1cccc([N+](=O)[O-])c1)NCCSCc1ccc(Cl)cc1
    0%	-17%	24	-8%	-18%	3%	-6%	-19%	2.5%	3%	1%
5: C=CCOn1c(=O)c(-c2ccc(F)cc2)[n+]([O-])c2ccccc21
    -2%	10%	-4	4%	1%	3%	15%	-4%	-0.3%	-2%	7%
6: COc1cc(OC)cc(-c2c(C#Cc3ccsc3)c3cc(-c4ccc(OC)c(F)c4)ccc3n2C)c1
    4%	12%	/	141%	12%	?	1%	0%	-2.6%	1%	3%
7: Cc1ccc(NC(=O)COc2coc(CN3CCN(Cc4ccccc4)CC3)cc2=O)cc1
    1%	-2%	2	/	0%	0%	2%	-20%	-0.6%	-4%	1%
8: O=C(O)Cc1ccc(NC(=S)NCc2ccco2)cc1
    1%	0%	-2	1%	-7%	2%	-2%	-20%	-1.8%	0%	-10%
9: CCN(CC)c1ccc(NC(=O)CCNS(=O)(=O)c2ccc3c(c2)CCC(=O)N3)c(C)c1
    2%	-15%	3	-1%	-26%	4%	-4%	-11%	-0.1%	11%	-6%
10: COc1ccccc1C(=O)OCC(=O)NC(=O)NC1CCCC1
    -3%	5%	4	-1%	-40%	0%	0%	-2%	-2.2%	-16%	9%
11: CC(C)[C@H](NC(=O)C1(c2ccccc2)CCN(C(=O)OC(C)(C)C)CC1)C(=O)O
    -1%	6%	-1	7%	25%	3%	-2%	-1%	-0.2%	/	-4%
12: O=C(CSc1nnc2ccc(-c3ccc(F)cc3)nn12)N1CCOCC1
    0%	-27%	-1	8%	-22%	0%	5%	-2%	0.3%	-9%	0%
13: CCN(CC)S(=O)(=O)c1ccccc1/C=N\O
    -2%	-6%	-2	4%	13%	-6%	4%	0%	-0.1%	-8%	0%
14: COc1cccc(Oc2cn[nH]c2-c2ccc(OCC(=O)NN)cc2O)c1
    -6%	-25%	2	-2%	14%	0%	4%	-43%	0.4%	-8%	-5%
15: Cc1nn(Cc2ccc(Cl)cc2)c(C)c1NC(=O)C1CC=CCC1C(=O)O (centres undefined)
    0%	8%	4	1%	12%	1%	-2%	12%	0.4%	5%	0%

Additional structures
Second line of a record: PTAP TSG101 blk	Eya2 inh	TRPV1 agonist	S-ASM inh	a7 integrin act	USP2a inh	ELG1 genotoxic	BRCA1 expr up	B2AR arrestin	uPA surface inh	p53 reactivator
16: COc1ccc(Nc2nc(N)nc(CN3CCc4ccccc4C3)n2)cc1
    -5%	4%	/	0%	-20%	-2%	-3%	-26%	0.3%	-24%	16%
17: CC(=O)CC[C@@H](C)O[C@@H]1OC(C)[C@H](O)CC1O (some centres undefined)
    -8%	5%	3	2%	0%	1%	1%	26%	0.2%	2%	-2%
18: COc1ccc(OC(=O)c2cc3cc(Cl)ccc3oc2=O)cc1
    -2%	-20%	1	7%	0%	0%	0%	-1%	-0.1%	0%	?
19: CC1CCCC/C1=N\NS(=O)(=O)c1ccc(Br)cc1 (centres undefined)
    -4%	2%	-1	-1%	-8%	4%	4%	-7%	0.1%	-2%	-3%
20: COc1ccc(CNC(=O)CSc2nnnn2-c2ccc(O)cc2)cc1
    1%	4%	0	-3%	7%	-1%	-2%	1%	-0.2%	-9%	-13%
21: COc1cc(/C=N/NC(=O)c2cccc(N3CCCC3=O)c2)ccc1O
    0%	15%	1	-4%	8%	1%	9%	8%	0.2%	-1%	3%
22: Cc1nn(CC(=O)N(C)C2CCS(=O)(=O)C2)c(C)c1[N+](=O)[O-] (centres undefined)
    1%	13%	0	0%	22%	-1%	0%	-1%	0.0%	-3%	16%
23: O=S1(=O)[C@H]2C[C@@H]3C=C[C@@]2(CN1Cc1cccc(C(F)(F)F)c1)O3
    0%	7%	0	-3%	-1%	1%	-1%	16%	0.1%	-10%	5%
24: COc1ccc(/C=N/NC(=O)c2cccc(OC(F)(F)C(F)F)c2)cc1O
    0%	-7%	?	-9%	-7%	4%	-1%	-28%	-1.0%	-6%	5%
25: COc1ccc(OC2OC3COC(C)(C)OC3C(O)C2NC(C)=O)cc1 (centres undefined)
    -1%	5%	-3	3%	-8%	0%	-3%	-8%	-0.5%	1%	-6%
26: O=C(c1cccc(Oc2c(Cl)cccc2[N+](=O)[O-])c1)N1CCCCC1
    -4%	-12%	19	-2%	-5%	0%	-5%	-6%	-0.4%	-7%	4%
27: COc1ccc(Cl)cc1N1C(=O)/C(=C/c2sccc2C)N=C1SCC(=O)NC1CC1
    -6%	/	/	10%	44%	/	/	-55%	/	6%	/
28: CC(C)c1ccc(NC(=S)NC2CCN(Cc3ccccc3)CC2)cc1
    -1%	-4%	-3	-1%	-47%[inhibitor]	3%	0%	-83%	-0.3%	-7%	8%
29: CCc1ccc(N2CC(C(=O)N3CCCCCC3)CC2=O)cc1 (centres undefined)
    1%	-4%	11	2%	5%	-2%	10%	56%	-0.3%	0%	10%
30: COc1cccc(C(=O)NCc2ccc(-c3nc4ccccc4s3)cc2)c1
    -2%	4%	0	3%	-4%	-1%	21µM*	4%	0.1%	-10%	?

(further entries)
Second line of a record: PTAP TSG101 blk	Eya2 inh	TRPV1 agonist	S-ASM inh	a7 integrin act	USP2a inh	ELG1 genotoxic	BRCA1 expr up	B2AR arrestin	uPA surface inh	p53 reactivator
31: CC(=O)Oc1ccc(OC(C)=O)c(S(=O)(=O)c2ccc(C)c(C)c2)c1
    -6%	-7%	2	-1%	4%	0%	-1%	-18%	-0.3%	-3%	5%
32: CNc1ccc(/C=C2\COc3ccccc3C2=O)cc1[N+](=O)[O-]
    -2%	4%	2	-5%	0%	1%	4%	9%	0.1%	-2%	0%
33: c1ccc2c(c1)CCN(Cc1nnnn1Cc1ccc3c(c1)OCO3)C2
    -1%	1%	20	0%	-11%	1%	-1%	-5%	0.0%	4%	-5%
34: COc1ccc(-c2oc3ncn4nc(Cc5ccccc5)nc4c3c2-c2ccc(OC)cc2)cc1
    -5%	1%	2	238%[activator]	27%	-2%	-1%	-13%	0.2%	-5%	7%
35: CC1=NN(c2nc3ccccc3s2)C(O)(C(F)(F)F)C1 (centres undefined)
    1%	-3%	2	-1%	-10%	-1%	0%	-1%	0.1%	4%	9%
36: COc1cc(OC)c(C(=O)NC23CC4CC(CC(C4)C2)C3)cc1OC
    -5%	0%	?	-7%	-3%	0%	-2%	-16%	0.3%	-11%	-28%
37: CCC(c1nnnn1Cc1cccs1)N1CCN(c2nc3ccccc3s2)CC1 (centres undefined)
    -9%	21%	0	-17%	-23%	0%	-24%	-65%	0.5%	-8%	-4%
38: COc1ccc(/C=N/Nc2ccc(C(=O)O)cc2)cc1Br
    -4%	5%	1	11%	-17%	-1%	?	-87%[inhibitor]	0.1%	9%	3%
39: Cc1ccc(C)c(S(=O)(=O)N2CCN(C(=O)[C@@H]3CCCN3C(=O)c3cccs3)CC2)c1
    0%	-21%	-4	4%	2%	-5%	-2%	-25%	0.0%	-2%	-3%
40: O=C(NCc1ccccc1)C(c1ccc(F)cc1)N(C(=O)c1csnn1)c1ccccc1 (centres undefined)
    -5%	4%	18	2%	14%	-3%	-2%	-21%	-0.1%	2%	-9%
41: O=C(COC(=O)c1c(F)cccc1Cl)NC1CCCC1
    2%	0%	4	27%	-15%	1%	?	?	0.4%	-1%	?
42: COC(=O)c1cc(NC(=O)COC(=O)CCc2c[nH]c3ccccc23)cc(C(=O)OC)c1
    0%	-16%	0	-4%	7%	0%	4%	0%	0.0%	2%	6%
43: O=C(/C=C/c1cccs1)N1CCN(c2ccc(F)cc2)CC1
    -3%	2%	?	3%	-7%	-4%	-4%	-1%	-0.4%	-4%	-3%
